Screening data (PubChem)
HepG2 tox = HepG2 cytotoxicity, counter-screen for TGF-b inhibitors | HepG2 CAGA-GFP viability, ATP luminescence, 18 h | Potency, µM (series often up to 46.1 µM), for the others: at the highest dose activity change, negative = cytotoxicity, actives largely listed as cytotoxic | actives 0.76% (n = 410,000); note: potency is the fitted concentration of half-maximal effect; some results filed as inactive show a strong effect at the top dose
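HepG2 CAGA-GFP cells (1000/well, DMEM with 1% FBS) received compound, then TGF-beta at 500 pg/mL final, and were incubated 18 hours at 37 degrees C. Viability was read by CellTiter-Glo luminescence. Media-only wells were set as complete cell-killing and DMSO as no toxicity.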
TGFb SMAD3 inh = blocks TGF-b signaling; Potency, µM (doses to about 46.1 µM), for inactives: at the highest dose activity, negative = inhibition, actives largely listed as inhibitors; HepG2 CAGA-GFP TGF-b/SMAD3 reporter, GFP fluorescence, 18 h; TGF-beta stimulated, 500 pg/mL final; AID 588855; actives 1.2% (n = 410,000); note: potency is the fitted concentration of half-maximal effect; % is set by controls: 0 for no effect and ±100 for the full control effect; nearly all actives have a fitted effect of over 65% in size
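Inhibition was scored as loss of TGF-beta-induced (500 pg/mL final, 18 hours, 37 degrees C) GFP in HEPG2 cells carrying a CAGA-GFP reporter, in DMEM with 1% FBS. Well GFP was summed per cell; Activity was normalised to unstimulated and stimulated DMSO wells, then concentration-response fitting.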
Nrf2 ARE act = activators of Nrf2 (ARE) signaling; AREc32 ARE-luciferase reporter (MCF7-derived line), luminescence, 24 h; Potency, µM (titrated, usually from 46.1 µM), for the others: top-dose activation, hits mostly activators; actives 0.31% (n = 410,000); note: potency is the fitted concentration of half-maximal effect; % of control where 0% means no effect; nearly all actives have a fitted effect of over 65% in size
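Each well held 1000 AREc32 cells, which were incubated with compound for 24 hr at 37 deg C after overnight attachment, and ARE reporter activity was quantified by firefly luciferase luminescence.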
S2 tox = reduces viability in counter-screen for ATXN expression inhibitors; actives 0.49% (n = 400,000); Potency, µM (top dose mostly 56.7 µM), most hits filed as cytotoxic; S2 cells (HEK-293 line with an ATXN2-luciferase reporter) viability, CellTiter-Fluor protease fluorescence, 24 h; note: potency is the fitted concentration of half-maximal effect; nearly all actives have a fitted effect of over 40% in size
Mm-Cpn inhibitor = blocks the Methanococcus maripaludis chaperonin Mm-Cpn | purified Mm-Cpn ATPase, ADP Transcreener TR-FRET | Potency, µM (titrated, usually from 76.9 µM), inactives show at the highest dose activity, negative = inhibition, usual class: inhibitors | actives 0.031% (n = 330,000); note: potency is the fitted concentration of half-maximal effect; % is set by controls: 0 for no effect and ±100 for the full control effect; nearly all actives have a fitted effect of over 80% in size
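Reaction buffer contained 30 mM Tris pH 7.4, 100 mM KCl, 5 mM MgCl2 and 1 mM DTT. Mm-CPN (25 nM final) hydrolysed 10 uM ATP over 30 min at 37°C; ADP was read by HTRF.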
Nrf2 block = inhibitors of Nrf2 signaling | actives 2.1% (n = 360,000) | A549 ARE-Fluc reporter, luciferase luminescence, 18-24 h | Potency, µM (titrated, usually from 46 µM), without a hit: at the top dose activity change, negative = inhibition, most hits filed as inhibitors; note: potency is the fitted concentration of half-maximal effect; % is set by controls: 0 for no effect and ±100 for the full control effect; nearly all actives have a fitted effect of over 60% in size
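Two sequential reads on A549 ARE_Fluc cells exposed to compound for 18-24 h: a CellTiter-Fluor fluorescence read for viability, then a luciferase luminescence read for Nrf2/ARE activity.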
CCT modulator = changes cytosolic chaperonin activity; actives 0.3% (n = 360,000); activity change, % (concentration not given with the values), hits read low; purified chaperonin ATPase assay, HTRF ADP detection, 30 min; AID 651819; in the data active = activity change below about -30%; note: % is set by controls: 0 for no effect and ±100 for the full control effect
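Enzyme 40 or 20 nM (batch-dependent) in Tris pH 7.4/KCl/MgCl2/DTT; cpd 76 uM single point; ATP 10 uM; 30 min 37 °C; Transcreener ADP HTRF detection, 30 min RT; ratio 665/615.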
A549 viability = A549 cytotoxicity, counter-screen for Nrf2 inhibitors; Potency, µM (titrated, usually from 46 µM), for the others: at the highest dose activity change, negative = cytotoxicity, most hits filed as inhibitors; AID 504648; actives 0.16% (n = 390,000); A549 ARE-Fluc cells, CellTiter-Fluor viability, 18-24 h; note: potency is the fitted concentration of half-maximal effect; % is set by controls: 0 for no effect and ±100 for the full control effect
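A549 ARE-Fluc cells in 5% FBS OPTI-MEM, 5000 cells/well, rested 2 h then exposed to compounds in concentration-response for 18-24 h at 37 °C. Viability by CellTiter-Fluor fluorescence (Ex 405/Em 525) after 30 min; luciferase luminescence (BugLite, 15 min, RT) read afterwards.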
pAkt inh = Akt phosphorylation inhibition; Neuro2A IGF-stimulated pAkt S473 HTRF, 20 min; active compounds read low; activity change, % for hits at 50 µM; actives 0.32% (n = 360,000); AID 651550; in the data active = activity change below about -80%; inconclusive = mostly about -51% to -80%; note: % is set by controls: 0 for no effect and ±100 for the full control effect
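Neuro2A cells (4,500/well, DMEM with 0.5% FBS) were treated with compound at a single 50 µM final concentration, stimulated with 6 nM IGF for 20 min at 37 °C, and lysed. Phospho-Akt Ser473 was read by HTRF as 665/615 ratio ×10^4.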
The depositor's hits bear a star; i = inactive; ? = inconclusive; . = no result given; [ ] = dose if it differs, or a comment. Unless noted, calls come from the whole dose curve; as a rule, active = well fitted curve in the direction sought with a large enough effect; inconclusive = small, poorly fitted or top-dose-only effect, or another doubt; inactive = no such curve, though single readings can be large; an effect the other way counts as inactive or inconclusive.

nr	compound	A549 viability	S2 tox	pAkt inh	HepG2 tox	Nrf2 block
1	COc1ccc(OC)c(-n2c(SCC(=O)Nc3cc(C)on3)nnc2-c2c[nH]c3ccccc23)c1	12.5%	i	i	16.4%	?
2	CCCN(C(=O)CCn1cnc2onc(-c3ccc(F)cc3)c2c1=O)c1ccccc1C	4.7%	?	.	-11.6%	?
3	O=c1c2cc3c(cc2nc2sc(Nc4ccc(F)c(Cl)c4)nn12)OCO3	2.3%	i	.	2.5%	0.0%[9.27 µM]
4	C=CCN(CC=C)C(=S)NC(=O)c1ccc(C)c(Br)c1	-11.3%	?	i	-6.3%	?
5	O=C(Nc1ccc(Cl)cc1)C1CCCN(c2cnccn2)C1 (centres undefined)	-3.6%	i	.	-28.6%	0.8%
6	Cc1cccc(N2CCN(CC(O)COc3ccc(Cl)cc3)CC2)c1 (centres undefined)	20.8%	i	i	0.3%	7.4%
7	Cc1nnsc1SC(C)C(=O)O (centres undefined)	-3.4%	i	i	-11.3%	27.2%
8	COc1nc(N)nc2c1ncn2C1OC(CO)CC1O (centres undefined)	11.2%	i	i	-4.4%	-7.6%
9	CCCCOC(=O)Nc1cccc(C(C)=O)c1	-6.3%	i	i	-32.7%	?
10	CCOc1ccc(N)c(SSc2cc(OCC)ccc2N)c1	3.7%	1µM*	i	10µM*	7.1%

nr	TGFb SMAD3 inh	Mm-Cpn inhibitor	CCT modulator	Nrf2 ARE act
1	10.6%	0.9%	-2.7	5.2%
2	?	.	.	1.0%
3	25.8%	.	.	0.3%
4	-17.6%	-1.1%	0.2	4.6%
5	-14.4%	2.3%	-0.6	1.1%
6	8.6%	-0.2%	1.0	-0.6%
7	15.7%	1.7%	2.0	0.4%
8	-15.0%	.	-2.6	-0.1%
9	10.2%	1.3%	-1.2	1.9%
10	6.31µM*	-2.7%	-2.5	9.3%

Next entries:
nr	compound	A549 viability	S2 tox	pAkt inh	HepG2 tox	Nrf2 block
11	N#C/C(=C/C1=C(N2CCOCC2)C(=C/c2ccc(Cl)cc2Cl)/CC1)C(=O)Nc1ccccc1F	?	i	i	3.7%	-3.2%
12	Oc1c(Cl)cc(Cl)cc1C=Nc1cc(C(F)(F)F)ccc1N1CCc2ccccc2C1	1.4%	.	i	-44.7%	?
13	O=C(Cc1ccccc1)NNC(=S)Nc1ccc(Cl)cc1	-9.1%	i	i	-9.3%	-14.1%
14	CSCC[C@H](NC(=O)[C@@H]1Cc2ccccc2CN1)C(=O)Nc1ccc2c(c1)OCCO2	14.5%	i	i	1.6%	?
15	COc1cc2c(C#CCCCO)c(-c3ccsc3)oc(=O)c2cc1OC	-16.5%	i	i	-12.5%	?
16	COCCCNC(=S)NNC(=O)c1ccc2c(c1)OCO2	-2.0%	i	i	10.4%	23.8%
17	Cc1ccc2oc(=O)c3cc(C(=O)NCCCOC(C)C)sc3c2c1	1.2%	i	.	8.1%	2.2%
18	Nc1c(C(=O)Nc2ccc(F)cc2)sc2nc(-c3ccco3)ccc12	15.6%	.	i	-52.8%	-6.3%
19	COc1ccc(C2C(C#N)=C(N)Oc3cc(C)n(CCN4CCOCC4)c(=O)c32)cc1OC (centres undefined)	8.8%	i	i	-36.9%	10.5%
20	COc1ccc(CNC(=O)CCCn2c(=O)c3cccn3c3ccc(F)cc32)cc1OC	9.3%	.	.	-20.8%	-3.4%

nr	TGFb SMAD3 inh	Mm-Cpn inhibitor	CCT modulator	Nrf2 ARE act
11	0.2%	.	-1.9	0.0%
12	?	-2.1%	0.2	20.5%
13	-3.2%	-4.1%	-4.2	0.2%
14	9.7%	-0.2%	0.8	-0.1%
15	-9.5%	1.7%	0.4	23.6%
16	17.3%	-3.2%	0.6	-0.1%
17	-23.3%	.	.	-1.1%
18	-24.4%	-17.5%	-0.9	?
19	-8.4%	0.0%	-3.8	0.3%
20	0.0%	.	.	5.3%

(list continues)
nr	compound	A549 viability	S2 tox	pAkt inh	HepG2 tox	Nrf2 block
21	Cc1ccc(C(=O)Nc2ccccc2Oc2ccccc2)cc1[N+](=O)[O-]	0.4%	i	i	-29.1%	7.5%
22	Cc1cc(/C=C2\SC(=S)NC2=O)c(C)n1C	-25.7%	?	i	-0.2%	-6.8%
23	COc1ccc(C(=O)N2CCC(C(=O)Nc3ccc4c(c3)OCO4)CC2)cc1	14.5%	i	i	4.3%	3.3%
24	Cc1ccc2c(cnn2C(=O)CCC(=O)NC2CCCC2)c1	7.1%	i	i	-6.4%	14.4%

nr	TGFb SMAD3 inh	Mm-Cpn inhibitor	CCT modulator	Nrf2 ARE act
21	14.9%	-13.9%	-1.3	3.9%
22	15.5%	-1.7%	2.0	2.1%
23	-2.5%	-3.8%	-0.4	-0.4%
24	0.2%	-0.9%	1.2	-0.5%

A different layout for part of the listing above:
22) Cc1cc(/C=C2\SC(=S)NC2=O)c(C)n1C
23) COc1ccc(C(=O)N2CCC(C(=O)Nc3ccc4c(c3)OCO4)CC2)cc1
entry no.	22	23
A549 viability	-25.7%	14.5%
S2 tox	?	i
pAkt inh	i	i
HepG2 tox	-0.2%	4.3%
Nrf2 block	-6.8%	3.3%
TGFb SMAD3 inh	15.5%	-2.5%
Mm-Cpn inhibitor	-1.7%	-3.8%
CCT modulator	2.0	-0.4
Nrf2 ARE act	2.1%	-0.4%

Some of the entries above in another layout.
14: CSCC[C@H](NC(=O)[C@@H]1Cc2ccccc2CN1)C(=O)Nc1ccc2c(c1)OCCO2
15: COc1cc2c(C#CCCCO)c(-c3ccsc3)oc(=O)c2cc1OC
16: COCCCNC(=S)NNC(=O)c1ccc2c(c1)OCO2
17: Cc1ccc2oc(=O)c3cc(C(=O)NCCCOC(C)C)sc3c2c1
18: Nc1c(C(=O)Nc2ccc(F)cc2)sc2nc(-c3ccco3)ccc12
19: COc1ccc(C2C(C#N)=C(N)Oc3cc(C)n(CCN4CCOCC4)c(=O)c32)cc1OC (centres undefined)
20: COc1ccc(CNC(=O)CCCn2c(=O)c3cccn3c3ccc(F)cc32)cc1OC
21: Cc1ccc(C(=O)Nc2ccccc2Oc2ccccc2)cc1[N+](=O)[O-]
22: Cc1cc(/C=C2\SC(=S)NC2=O)c(C)n1C
23: COc1ccc(C(=O)N2CCC(C(=O)Nc3ccc4c(c3)OCO4)CC2)cc1

| screen / no. | 14 | 15 | 16 | 17 | 18 | 19 | 20 | 21 | 22 | 23 |
| --- | --- | --- | --- | --- | --- | --- | --- | --- | --- | --- |
| A549 viability | 14.5% | -16.5% | -2.0% | 1.2% | 15.6% | 8.8% | 9.3% | 0.4% | -25.7% | 14.5% |
| S2 tox | i | i | i | i | . | i | . | i | ? | i |
| pAkt inh | i | i | i | . | i | i | . | i | i | i |
| HepG2 tox | 1.6% | -12.5% | 10.4% | 8.1% | -52.8% | -36.9% | -20.8% | -29.1% | -0.2% | 4.3% |
| Nrf2 block | ? | ? | 23.8% | 2.2% | -6.3% | 10.5% | -3.4% | 7.5% | -6.8% | 3.3% |
| TGFb SMAD3 inh | 9.7% | -9.5% | 17.3% | -23.3% | -24.4% | -8.4% | 0.0% | 14.9% | 15.5% | -2.5% |
| Mm-Cpn inhibitor | -0.2% | 1.7% | -3.2% | . | -17.5% | 0.0% | . | -13.9% | -1.7% | -3.8% |
| CCT modulator | 0.8 | 0.4 | 0.6 | . | -0.9 | -3.8 | . | -1.3 | 2.0 | -0.4 |
| Nrf2 ARE act | -0.1% | 23.6% | -0.1% | -1.1% | ? | 0.3% | 5.3% | 3.9% | 2.1% | -0.4% |

24: Cc1ccc2c(cnn2C(=O)CCC(=O)NC2CCCC2)c1

| screen / no. | 24 |
| --- | --- |
| A549 viability | 7.1% |
| S2 tox | i |
| pAkt inh | i |
| HepG2 tox | -6.4% |
| Nrf2 block | 14.4% |
| TGFb SMAD3 inh | 0.2% |
| Mm-Cpn inhibitor | -0.9% |
| CCT modulator | 1.2 |
| Nrf2 ARE act | -0.5% |
